S-ASM inh: Inhibitors of Secretory Acid Sphingomyelinase (S-ASM): qHTS | Potency, µM (titrated, usually from 57.5 µM), without a hit: at the highest dose activity change, negative = inhibition, usual class: inhibitors | Sphingomyelin phosphodiesterase (Homo sapiens), P17405 | placental ASM, HMU-PC fluorogenic substrate, 60 min | actives 0.006% (n = 340,000) | AID 504937, 2011; also: potency is read from the fitted curve at half-maximal effect
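qHTS format. ASM enzyme prepared from human placenta hydrolyses the fluorogenic substrate HMU-PC0 (9 uM final) over 60 min at 37 °C after a 10 min compound preincubation.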
ELG1 repair inh: qHTS screen for small molecules that inhibit ELG1-dependent DNA repair in human embryonic kidney (HEK293T) cells expressing luciferase-tagged ELG1. Potency, µM (highest dose often 46.1 µM), for inactives: at the top dose activity change, negative = inhibition, actives largely listed as inhibitors. actives 2.3% (n = 330,000). HEK293T ELG1-luciferase reporter, luminescence, 16 h; DNA damage induced by 5-fluorouridine; also: potency is read from the fitted curve at half-maximal effect; % is scaled to controls: 0 for no effect and ±100 for the full control effect; nearly all actives have a fitted effect of over 55% in size
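In this reporter screen, reduction of luminescence relative to DMSO vehicle indicated activity. Compounds and 5-fluorouridine were added together to 2,000 cells per well, incubated for 16 hr at 37 °C, then developed with ONE-Glo.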
Eya2 phos inh: qHTS Assay for Inhibitors of the Phosphatase Activity of Eya2; actives 0.006% (n = 330,000); AID 488837, 2010; recombinant Eya2, OMFP fluorescence dephosphorylation (OMFP is methylfluorescein phosphate); Protein phosphatase EYA2 (Homo sapiens), O00167; Potency, µM (doses to about 76.9 µM), for inactives: at the top dose activity, negative = inhibition, hits mostly inhibitors; also: potency is read from the fitted curve at half-maximal effect; % is scaled to controls: 0 for no effect and ±100 for the full control effect
Target sequence (O00167 whole entry, looked up): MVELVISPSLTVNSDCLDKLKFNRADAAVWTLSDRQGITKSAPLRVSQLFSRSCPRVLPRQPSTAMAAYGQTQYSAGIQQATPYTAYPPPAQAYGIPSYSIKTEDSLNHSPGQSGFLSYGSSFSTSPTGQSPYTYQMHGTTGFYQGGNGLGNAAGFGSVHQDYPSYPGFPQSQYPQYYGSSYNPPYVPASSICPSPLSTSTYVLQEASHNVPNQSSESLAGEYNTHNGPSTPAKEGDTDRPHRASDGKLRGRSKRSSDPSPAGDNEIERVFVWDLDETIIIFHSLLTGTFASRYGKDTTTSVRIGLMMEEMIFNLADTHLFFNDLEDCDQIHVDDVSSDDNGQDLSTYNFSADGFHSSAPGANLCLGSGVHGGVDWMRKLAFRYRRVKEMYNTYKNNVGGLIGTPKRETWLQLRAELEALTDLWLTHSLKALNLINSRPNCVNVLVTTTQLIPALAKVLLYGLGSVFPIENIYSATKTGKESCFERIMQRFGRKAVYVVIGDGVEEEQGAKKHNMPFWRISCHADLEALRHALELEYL
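Eya2 protein (added as 0.2 uM solution) was preincubated with compound for 10 min at ambient temperature in 50 mM HEPES pH 7.5, 50 mM NaCl, 5 uM MgCl2, 0.05% BSA, 1 mM DTT. OMFP (added at 50 uM) then reacted 10 min; fluorescence read at 485/525 nm.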
AT treatment: qHTS Assay for Identifying a Potential Treatment of Ataxia-Telangiectasia; actives 0.19% (n = 320,000); AID 485349, 2010; […] A-T fibroblasts, KAP-1 phosphorylation AlphaLISA; neocarzinostatin DNA damage 30 min before lysis; Potency, µM (top dose mostly 57.5 µM), for the others: at the highest dose activation, usual class: activators; also: potency is read from the fitted curve at half-maximal effect; % of control where 0% means no effect; nearly all actives have a fitted effect of over 45% in size
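ATM-like activity read as KAP-1 phosphorylation via AlphaLISA donor/acceptor antibody pairs after lysis and 6 hr at 25C. Cells were ATM-null patient fibroblasts ([…], hTERT), dosed 60 min, then exposed to the DSB inducer NCS for 30 min.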
TSHR antag: Antagonists of the Thyroid Stimulating Hormone Receptor: HTS campaign | Thyrotropin receptor (Homo sapiens), P16473 | TSHR-expressing cells, TSH-stimulated cAMP HTRF, 2 h; hits give low values | activity change, negative = inhibition, % at 11.5 µM | actives 0.2% (n = 330,000) | AID 504810, 2011;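 active = activity change below a set negative limit, meaning inhibition stronger than a set level, cut at about -70% in these data; inconclusive = activity change between two set negative limits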; also: % is scaled to controls: 0 for no effect and ±100 for the full control effect
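Inhibition of cAMP made by TSHR-expressing cells under TSH stimulation (4nM final, EC80; 2 h, 37 deg C) is quantified with a one-step lysis HTRF kit, anti-cAMP cryptate versus cAMP-d2.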
TSG101-PTAP inh: qHTS Assay for Iinhibitors of HIV-1 Budding by Blocking the Interaction of PTAP/TSG101; Tumor susceptibility gene 101 protein (Homo sapiens), Q99816; Fluorescence polarization, FITC-PTAP peptide / Tsg101 binding; Potency, µM (top dose mostly 115 µM), for the others: at the highest dose activity change, negative = inhibition, hits mostly inhibitors; 340,000 tested, under 10 active; active = well fitted inhibition curve with a large enough effect in the main read-out, with a control signal flat, not every such curve was filed as active; inconclusive = small, poorly fitted or top-dose-only effect, or effect the other way, or a change in a side signal; inactive = no such curve, though single readings can be large or run the other way; also: potency is read from the fitted curve at half-maximal effect; % of control where 0% means no effect
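Fluorescence anisotropy tracks displacement of a FITC-tagged PTAP peptide (50 nM) from the Tsg101 binding domain (10 uM), following a 20 min room-temperature incubation at pH 7.5.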
Integrin act MD: qHTS for Activators of Integrin-Mediated Alleviation for Muscular Dystrophy | alpha7betagal myoblasts, beta-gal FDG fluorescence, 48 h | actives 0.064% (n = 350,000) | Potency, µM (series often up to 38.3 µM), for the others: at the top dose activation, usual class: activators;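 also: potency is read from the fitted curve at half-maximal effect; 100% = response of the positive control SU9516; nearly all actives have a fitted effect of over 60% in size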
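Alpha7betagal+/- myoblasts (passage 13) were plated 16-24 hr, then exposed to compounds (1:260 dilution of DMSO stock) for 48 hours at 37C. After MPER lysis, β-galactosidase reporter activity was read as FDG fluorescence (ex 480/em 540) after 30 minutes.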
Mito fusion act: qHTS Assay for Small Molecule Inhibitors of Mitochondrial Division or Activators of Mitochondrial Fusion. S. cerevisiae fusion-defective mutant growth rescue, CellTiterGlo 48 h. Potency, µM (titrated, usually from 46.1 µM), without a hit: at the top dose growth rescue (activation), usual class: activators. actives 0.23% (n = 320,000). AID 485298, 2010;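 also: potency is read from the fitted curve at half-maximal effect; % of control where 0% means no effect; nearly all actives have a fitted effect of over 45% in size; temperature-sensitive fusion mutants such as fzo1-1 at 37 °C on non-fermentable ethanol glycerol medium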
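Temperature-sensitive fusion-defective S. cerevisiae (e.g. fzo1-1, mgm1-5) were grown with compound in YPEG medium (3% ethanol, 3% glycerol) for 48 hours at 37C. Growth rescue was measured as viability by CellTiterGlo luminescence after 10 minutes at ambient.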
Tb PFK inh: qHTS Assay to Find Inhibitors of T. brucei phosphofructokinase; T. brucei PFK, ADP-Glo luminescence; Potency, µM (highest dose often 57.5 µM), inactives show at the top dose activity, negative = inhibition, most hits filed as inhibitors; actives 0.17% (n = 330,000); AID 485367, 2010;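 also: potency is read from the fitted curve at half-maximal effect; 0% = uninhibited 1x PFK enzyme wells and -100% = no-enzyme wells; nearly all actives have a fitted effect of over 60% in size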
Target sequence (O15648 whole entry, looked up): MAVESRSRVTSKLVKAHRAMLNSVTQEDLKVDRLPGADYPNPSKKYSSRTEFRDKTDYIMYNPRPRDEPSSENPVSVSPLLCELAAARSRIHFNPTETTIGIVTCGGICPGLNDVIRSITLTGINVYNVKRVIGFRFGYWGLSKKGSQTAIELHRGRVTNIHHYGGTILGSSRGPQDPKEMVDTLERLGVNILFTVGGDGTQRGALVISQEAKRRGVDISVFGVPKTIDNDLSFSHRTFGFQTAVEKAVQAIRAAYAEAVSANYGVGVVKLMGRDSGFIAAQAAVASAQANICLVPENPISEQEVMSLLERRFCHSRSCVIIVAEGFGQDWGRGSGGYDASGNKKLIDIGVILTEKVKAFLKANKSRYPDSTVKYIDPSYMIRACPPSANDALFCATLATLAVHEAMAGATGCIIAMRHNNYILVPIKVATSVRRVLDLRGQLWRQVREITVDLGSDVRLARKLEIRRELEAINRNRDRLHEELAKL
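1.25 nM PFK with 0.5 mM F6P and 0.1 mM ATP in 0.1 M TEA pH 8.0, 5 mM MgCl2, incubated 45 min at room temperature; ADP measured by ADP-Glo luminescence; compounds titrated up to 57 uM.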
Chronic BCR inh: qHTS Assay to Find Inhibitors of Chronic Active B-Cell Receptor Signaling | actives 0.05% (n = 340,000) | Potency, µM (highest dose often 46.1 µM), without a hit: at the top dose ratio change, negative = lower green/red ratio, actives largely listed as inhibitors | ABC-DLBCL IkBa-CBG/CBR reporter, luminescence ratio, 4 h; active = well fitted inhibition curve with a large enough effect in the signal ratio, with a control signal flat, not every such curve was filed as active; inconclusive = small, poorly fitted or top-dose-only effect, or effect the other way, or a change in a side signal; the % refers to the signal ratio;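 also: potency is read from the fitted curve at half-maximal effect; plate controls were basal doxycycline-induced cells for no effect and cells given 10 µM MG132 for full effect; MG132 reads +100%, hits lower the ratio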
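TMD8 ABC-DLBCL cells carrying doxycycline-inducible green luciferase fused to IkappaBalpha plus unfused red luciferase were exposed to compounds (up to 46 uM) for 4 hrs at 37C. Activity came from the overlap-corrected green/red luminescence ratio.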
TCR act: Activators of T cell receptors: qHTS campaign; Potency, µM (titrated, usually from 9.22 µM), for the others: top-dose activation of IL-2 secretion, actives largely listed as activators; 330,000 tested, under 10 active; AID 504894, 2011; primary human leukocytes, anti-CD3, IL-2 HTRF, 48 h; also: % of control where 0% means no effect
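1) Mix primary human leukocytes, a-CD3 beads and compound. 2) Incubate 48 hr. 3) Add HTRF IL-2 reagents (a-IL-2-K, a-IL-2-d2).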
The depositor's hits bear a star; ? = inconclusive; . = not tested or not shown; [ ] = remark or other dose. Unless noted, calls follow the shape of the dose curve; as a rule, active = well fitted curve in the direction sought with a large enough effect; inconclusive = small, poorly fitted or top-dose-only effect, or another doubt; inactive = no such curve, though single readings can be large; an effect the other way counts as inactive or inconclusive.

SMILES	S-ASM inh	ELG1 repair inh	Eya2 phos inh	AT treatment	TSHR antag	TSG101-PTAP inh	Integrin act MD	Mito fusion act	Tb PFK inh	Chronic BCR inh	TCR act
COc1cc2c(cc1OC)-c1cc(NC3CCCCCCC3)nc(=O)n1CC2	33%[activator]	0%	-6%	-2%	16	-6%	-1%	4%	0%	?	4%
CCCN=C1N(C)C[C@@H]2[C@@H]3C(=O)N(C)C(=O)[C@@H]3[C@](C)(C(=O)OC)N12	2%	?	5%	18%	1	-7%	22%	.	2%	2%	-7%[46.1 µM]
O=C(Cc1csc(NC(=O)Nc2ccc(Cl)cc2)n1)NCc1ccccn1	-4%	?	-4%	-2%	-3	-3%	27%	0%	-6%	?	-21%
COc1nc(NC(C)(C)C)nc(Oc2ccc(=O)n(-c3ccccc3)n2)n1	2%	-3%	-2%	5%	-13	-2%	11%	3%	-5%	?	2%
CC(C)N(C(=O)[C@H]1C[C@H](CC(=O)NCCc2ccccn2)C(=O)N2CCc3c([nH]c4cc(CCC(=O)N(C)C)ccc34)[C@]12C)C(C)C	-1%	21%	0%	7%	-5	-5%	-5%	.	-4%	?	-2%[46.1 µM]
COc1ccc(C)cc1-n1c(=O)c2ccccc2c2ccccc2c1=O	5%	?	-5%	-4%	-6	-2%	-11%	-1%	-2%	-8%	-3%
CSCCC(NC(=O)c1ccco1)C(=O)OCC(=O)N1c2ccccc2NC(=O)C1(C)C (centres undefined)	4%	-2%	-2%	-8%	18	-9%	16%	-3%	0%	1%	-2%
CCC(C(=O)Nc1cc(Cl)c(OC)cc1OC)c1ccccc1 (centres undefined)	-12%	-11%	3%	2%	-7	-2%	20%	-1%	1%	-1%	-2%
COc1ccccc1C(=O)N1CC(=O)Nc2ccc(C)cc2C1c1ccc(F)cc1 (centres undefined)	0%	-1%	3%	-9%	-5	-3%	0%	-6%	2%	0%	-4%
COc1ccc(/C=C2\C(=O)ON=C2c2cccc([N+](=O)[O-])c2)cc1	.	2%	0%	6%	-2	.	.	-7%	1%	14%	.
COc1ccc(OC)c(-n2cnc3cc(C(=O)NCCCN4CCOCC4)ccc32)c1	6%	-9%	-14%	0%	9	-4%	-1%	1%	3%	?	-1%
O=C(NCc1cccnc1)Nc1ccc(Cl)c(Cl)c1	-2%	?	-5%	-3%	-17	-7%	9%	-3%	-11%	0%	-14%
CC(=O)NC1=C(Nc2ccc(N(C)C)cc2)C(=O)c2ccccc2C1=O	-2%	?	-7%	-8%	-40	-1%	-34%	-20%	-9%	7%	3%
Cc1cc(Cl)ccc1OCC(=O)N1CC(C)CC(C)C1 (centres undefined)	-1%	-18%	-8%	1%	-8	-6%	9%	4%	3%	6%	-7%
CSc1ncc(C(=O)Nc2ccccc2Cl)c(C)n1	-2%	8%	5%	7%	11	-9%	?	4%	3%	3%	-2%
CNC(=S)N(CCc1ccc(OC)c(OC)c1)Cc1cc2c(C)cc(C)cc2[nH]c1=O	-1%	?	-22%	-8%	-3	-4%	-4%	-7%	0%	-4%	4%[46.1 µM]
CCOc1ccc(NC(=O)CN(C)C(=O)c2cc(C)on2)cc1OCC	0%	26%	-2%	2%	2	-2%	17%	-2%	-3%	-9%	1%
Cc1nn(C)c(Cl)c1NC(=O)OCc1ccc(Cl)cc1Cl	1%	-12%	3%	4%	-24	-1%	-23%	-4%	0%	1%	-3%
CCCn1c(N2CCN(C)CC2)nc2c1c(=O)[nH]c(=O)n2C	0%	8%	-2%	.	-1	-3%	31%	-1%	-1%	-10%	-1%[46.1 µM]
COc1cccc(NC(=O)NCCCN2CCN(c3ccc(F)cc3)CC2)c1	4%	-2%	-11%	-4%	7	0%	-28%	-2%	2%[0.46 µM]	1%	-18%
NNc1nnc2c3cc(F)ccc3n(CCc3ccccc3)c2n1	2%	12µM*	11%	-12%	-7	-1%	-23%	-8%	2%	-3%	3%
COc1cccc(NCc2cc(=O)oc3cc(C)c(O)cc23)c1	-7%	26%	-16%	-2%	-6	-2%	?	9%	0%	0%	3%
Cc1ccccc1C(=O)NC(CC(C)C)C(=O)Nc1cccc(S(=O)(=O)N(C)C)c1 (centres undefined)	4%	?	-5%	0%	-2	1%	8%	-2%	0%	0%	-8%
O=C(O)c1ccc([N+](=O)[O-])c(CS(=O)(=O)c2ccc(Cl)cc2)c1	5%	7%	-5%	-3%	2	-3%	-16%	-9%	-4%	-20%	1%
O=C(CN1CCN(C(=O)C2CCCO2)CC1)Nc1cc(C(F)(F)F)ccc1Cl (centres undefined)	0%	-10%	-10%	-5%	28	.	0%	7%	2%	-1%	3%
Additional structures follow.
SMILES	S-ASM inh	ELG1 repair inh	Eya2 phos inh	AT treatment	TSHR antag	TSG101-PTAP inh	Integrin act MD	Mito fusion act	Tb PFK inh	Chronic BCR inh	TCR act
O=[N+]([O-])c1cccnc1NCCc1ccccc1	1%	?	-5%	-3%	-5	0%	34%	1%	0%	?	-7%
Cc1ccc(OCCNC(=O)c2ccccc2F)cc1	2%	?	-6%	0%	8	-1%	-2%	1%	-6%	6%	5%
CCCCN(CC)C(=O)c1ccc(Cl)cc1	0%	5%	-6%	1%	1	-2%	0%	1%	-3%	-1%	-2%
Cc1ccc(S(=O)(=O)N(C)C)cc1-n1c(SCC(=O)Nc2ccccc2)nc2ccccc2c1=O	-4%	?	-16%	3%	4	1%	-1%	4%	2%	?	2%
COc1ccc(-n2nnnc2Sc2ccc(S(=O)(=O)N3CCOCC3)cn2)cc1	1%	-26%	12%	3%	-4	0%	-13%	-2%	0%	2%	-2%
CN(C)C(=C(C#N)C#N)N1CCN(c2ccc(Cl)c(Cl)c2)CC1	-14%	?	-4%	9%	18	-3%	38%	-1%	-3%	4%	3%
O=C(Nc1ccccc1)c1cccnc1NCCc1ccccc1	4%	2%	-1%	3%	14	-1%	9%	?	18%	-5%	-1%
COc1cccc(CN(c2ccc3c(c2)CCC3)S(=O)(=O)c2ccc(-n3cnnn3)c(OC)c2)c1	0%	?	-10%	-3%	8	-5%	-13%	-3%	1%	5%	0%
COc1cc(NC(=O)CNc2cccc(S(=O)(=O)N3CCOCC3)c2)cc(OC)c1	10%	-10%	6%	5%	.	-1%	-8%	-11%	4%	11%	-1%
Cc1ccc(-c2nc(C(=O)NCC3CCCO3)cc3c2[nH]c2ccccc23)cc1 (centres undefined)	15%	?	13%	-1%	-14	0%	7%	1%	0%	?	-2%
Cc1c(C)n(C(=O)CN2CCC(C(N)=O)CC2)c2ccccc12	-2%	.	.	.	.	0%	19%	-7%	.	.	9%
O=C(O)c1ccc(CNC(=O)C2CCCN2C(=O)OCc2ccccc2)cc1 (centres undefined)	3%	14%	-6%	5%	11	-2%	16%	3%	1%	10%	0%
COc1ccc(C)cc1NS(=O)(=O)c1cn(C)c(=O)n(C)c1=O	11%	16%	18%	15%	5	-2%	-2%	3%	2%	6%	4%
Cn1c2c(c(=O)n(C)c1=O)NC1(N2)C(=O)Nc2ccccc21 (centres undefined)	78%[activator]	-11%	7%	1%	2	-5%	-18%	-4%	-2%	?	-2%
Cc1ccccc1S(=O)(=O)Cc1ccc(C(=O)N2CC(C)CC(C)C2)o1 (centres undefined)	1%	?	10%	5%	8	-3%	9%	-1%	-3%	-6%	4%

Screens: PubChem BioAssay, National Center for Advancing Translational Sciences (NCATS)
